LEDGF integ inh: blockers of LEDGF/p75-dependent integrase strand transfer – biochemical, TR-FRET, high throughput, primary screen; HIV-1 integrase (with human LEDGF/p75); TR-FRET IN-LEDGF/p75 DNA integration, Eu/Cy5; hit rate 0.64% among 370,000; inhibition, % at 3.7 µM; AID 743269, 2014;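 active means inhibition above the screen-wide mean plus 3 SD, cut at about 13% in these data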;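 further: signal is the Cy5 over europium emission ratio at 671 and 618 nm; 0% = plate median of compound wells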
MBD2 DNA inh: inhibitors of MBD2 binding to methylated DNA, primary screen, biochemical, TR-FRET, DNA-binding domain, human | Methyl-CpG-binding domain protein 2 (Homo sapiens), Q9UBB5 | MBD2 binding to methylated oligonucleotide | inhibition, % at 4.4 µM | hit rate 0.31% among 370,000 | AID 686964, 2013; in the data active means inhibition above about 13%
mABHD4 FP: ABHD4 inhibitors, primary screen, biochemical, fluorescence polarization, mouse; hit rate 0.54% among 370,000; purified mABHD4, FP-Rh probe fluorescence polarization; inhibition, % at 8.92 µM;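 active means inhibition exceeding the mean over every tested compound plus 3 SD, cut at about 30% in these data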;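 further: 0% = plate median of compound wells and 100% = S159A mutant with DMSO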
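system = mouse ABHD4 enzyme, wild type | medium = HEPES pH 7.0, NaCl, Pluronic buffer | also added = FP-Rh probe | incubation = Enzyme–compound pre-incubation 45 min, then probe 60 min, both 25 °C | technique = fluorescence polarization, excitation 525 nm, emission 598 nm, BODIPY TMR filters | controls = S159A mutant high control, sample median low control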
rCAG RNA binder: binders of r(CAG) RNA repeats, primary screen, biochemical, fluorescence. hit rate 1.3% among 370,000. inhibition, % at 3 µM. r(CAG) RNA repeat, TO-PRO-1 dye displacement fluorescence;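 active means inhibition above the plate cutoff, the mean of all test compounds on that plate plus 3 SD, cut at about 35% in these data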;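 further: 0% = DMSO alone and 100% = 100 µM mitoxantrone as full dye displacement; higher means more dye released from RNA so lower well fluorescence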
TCR CD3 inh: inhibitors of human TCR-CD3 interaction, primary screen, biochemical, fluorescence, TAMRA-labeled TCR probe; T-cell receptor (TCR); inhibition, % at 9.4 µM; hit rate 0.37% among 360,000; AID 651800, 2012; in the data active means inhibition above about 19%;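 further: recombinant mutant TCR 2C K166C tagged with TAMRA read by polarization; 0% = receptor in buffer alone and 100% = receptor with positive control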
NR1D1 modulator: modulators of Rev-erb alpha DNA binding, primary screen, biochemical, FITC-DNA, fluorescence polarization, uHTS; Nuclear receptor subfamily 1 group D member 1 (Homo sapiens), P20393; Rev-erbα–FITC-DNA binding, 90 min; activity, % at 10 µM; hit rate 0.79% among 370,000; AID 1259318, 2017;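 active means activity above about 14%, limit read from the data; passing the limit was not always enough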;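 further: 0% = DMSO wells with 35 nM protein and 100% = DMSO wells with 750 nM protein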
Target sequence (P20393 whole entry, looked up): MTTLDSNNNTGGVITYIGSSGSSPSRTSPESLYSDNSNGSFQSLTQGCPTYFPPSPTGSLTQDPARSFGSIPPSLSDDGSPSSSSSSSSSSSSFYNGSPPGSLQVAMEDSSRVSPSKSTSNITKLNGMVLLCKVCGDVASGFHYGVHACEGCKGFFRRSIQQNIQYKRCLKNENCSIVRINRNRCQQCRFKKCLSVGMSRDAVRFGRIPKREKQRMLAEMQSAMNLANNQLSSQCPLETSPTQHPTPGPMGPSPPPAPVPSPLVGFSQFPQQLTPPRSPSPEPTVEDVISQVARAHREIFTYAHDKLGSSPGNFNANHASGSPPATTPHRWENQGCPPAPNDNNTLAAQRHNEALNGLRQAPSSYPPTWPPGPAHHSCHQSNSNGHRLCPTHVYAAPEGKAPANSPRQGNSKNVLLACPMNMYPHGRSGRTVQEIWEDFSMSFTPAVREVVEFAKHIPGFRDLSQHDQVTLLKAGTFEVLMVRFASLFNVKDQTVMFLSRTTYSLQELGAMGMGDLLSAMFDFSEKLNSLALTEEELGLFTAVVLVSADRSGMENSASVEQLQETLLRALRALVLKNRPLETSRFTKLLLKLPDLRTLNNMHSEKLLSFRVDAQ
PG9 binder: binders of HIV-1 gp120 antibody PG9, primary screen, biochemical, TR-FRET; hit rate 0.43% among 360,000; TR-FRET gp120-PG9 antibody binding; inhibition, % at 6.7 µM; in the data active means inhibition above about 8.5%
UHRF1 binding: UHRF1 methylated DNA binding inhibitors, primary screen, counter-screen for MBD2 inhibitor project, biochemical, TR-FRET, human UHRF1, single concentration; E3 ubiquitin-protein ligase UHRF1 (Homo sapiens), Q96T88; UHRF1 binding to methylated oligo; inhibition, % at 4.4 µM; hit rate 0.75% among 370,000; AID 687016, 2013; in the data active means inhibition above about 21%;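 further: UHRF1 SRA domain binding a hemimethylated CpG hairpin DNA probe; 0% = median of test compound wells and 100% = reference inhibitor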
PRMT1 FP inh: PRMT1 methyltransferase inhibitors, primary screen, biochemical, fluorescence polarization. Protein arginine N-methyltransferase 1 (Homo sapiens), Q99873. recombinant PRMT1, activity-based probe fluorescence polarization. inhibition, % at 2.79 µM. hit rate 1.3% among 370,000. AID 652257, 2013;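 active means inhibition above about 21% made by adding two undisclosed values, limit read from the data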
Target sequence (Q99873 whole entry, looked up): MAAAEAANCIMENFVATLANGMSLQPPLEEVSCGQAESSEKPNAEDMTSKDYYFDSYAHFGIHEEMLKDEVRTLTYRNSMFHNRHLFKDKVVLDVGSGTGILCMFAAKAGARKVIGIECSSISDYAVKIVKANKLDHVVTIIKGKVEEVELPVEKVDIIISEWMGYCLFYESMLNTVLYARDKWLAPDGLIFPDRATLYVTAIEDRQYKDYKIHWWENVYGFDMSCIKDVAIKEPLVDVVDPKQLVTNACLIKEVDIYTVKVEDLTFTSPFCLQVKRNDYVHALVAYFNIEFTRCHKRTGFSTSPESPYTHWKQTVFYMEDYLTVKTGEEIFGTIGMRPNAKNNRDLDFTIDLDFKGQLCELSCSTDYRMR
HTRA1 inhibitor: HTRA1 serine protease inhibitors, primary screen, biochemical, fluorescence polarization, HTS; Q92743; recombinant HTRA1, FP-rhodamine activity-based probe; hit rate 0.5% among 340,000; inhibition, % at 5.96 µM; in the data active means inhibition above about 36%;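 further: 0% = enzyme with DMSO and 100% = wells lacking enzyme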
An asterisk follows results filed as active; · = no result given. A portion of the library; count on the stated rates, not on these rows.

SMILES | LEDGF integ inh | MBD2 DNA inh | mABHD4 FP | rCAG RNA binder | TCR CD3 inh | NR1D1 modulator | PG9 binder | UHRF1 binding | PRMT1 FP inh | HTRA1 inhibitor
CCOCCn1c(N2CCN(c3ccc(OC)cc3)CC2)nc2c1c(=O)n(C)c(=O)n2C | 0.8 | 4.4 | 2.6 | -3.8 | 4.3 | 6.5 | 0.4 | -0.3 | -0.6 | 4.1
O=C1c2ccccc2C(=O)c2c(/C=C/N3CCCCC3)ccnc21 | 3.1 | -5.9 | 46.3* | 7.1 | 7.3 | -2.7 | -3.5 | -6.0 | 5.6 | 60.9*
COC(=O)N/N=C/c1ccc(-c2ccc(C)c(Cl)c2)o1 | 0.1 | -1.1 | 0.9 | 2.9 | -6.2 | -0.3 | -2.1 | -0.9 | -1.3 | -6.9
C=CCNC(=O)/C(=C\c1ccc(Br)cc1)NC(=O)c1ccccc1OC | 4.3 | 2.2 | -4.5 | -2.0 | 3.3 | 4.0 | -0.7 | 1.1 | 0.2 | -4.9
Cn1ncc2c1NC(c1ccc(F)cc1)SCC2=O (stereo unspecified) | 0.7 | 0.1 | 0.8 | 1.0 | 2.4 | 3.6 | -0.6 | -1.6 | 34.4* | -1.5
COc1ccc(C(=O)C(C)[n+]2ccc(-c3nnc4n3CCCCC4)cc2)cc1 (stereo unspecified) | 2.6 | 3.4 | -2.8 | -3.6 | -10.7 | -4.5 | -4.8 | 4.9 | -2.1 | ·
COCc1cc(C)[nH]c(=O)c1C(=O)NC12CC3CC(CC(C3)C1)C2 | -2.6 | 2.3 | 5.5 | -3.9 | -4.8 | 3.0 | -1.4 | 3.7 | 1.7 | 4.8
C[n+]1ccccc1COc1ccc(C(C)(C)C)cc1 | -1.7 | 4.0 | 0.7 | -2.6 | 5.3 | -3.6 | 0.6 | 0.5 | 1.8 | -5.0
COc1cc(-c2cc(C(=O)Nc3ccc(N4CCOCC4)cc3)c3ccccc3n2)cc(OC)c1OC | 0.6 | -4.5 | -1.9 | 8.3 | -3.3 | 2.8 | -2.1 | -0.2 | 0.2 | -8.7
O=C(CCCc1c[nH]c2ccccc12)NCc1ccc2c(c1)OCO2 | 2.0 | 1.1 | -7.7 | -4.1 | -1.8 | -2.0 | -1.4 | 0.7 | 2.0 | 0.3
CCCCN(C(=O)c1ccc([N+](=O)[O-])o1)c1c(N)n(CCCC)c(=O)[nH]c1=O | 0.5 | 1.1 | -1.0 | 0.2 | -4.9 | -5.4 | 0.8 | 1.2 | 0.9 | 4.0
CN=c1scc(-c2ccccc2F)n1/N=C/c1ccc(O)c(O)c1O | 21.8* | -1.4 | 48.5* | 40.9* | 15.7 | -7.0 | 0.8 | 0.2 | 20.2 | 71.5*
CC(C)C(=O)Nc1cccc(NC(=O)c2cccc([N+](=O)[O-])c2)c1 | -3.3 | 1.4 | -9.2 | 3.7 | 5.0 | -4.1 | 1.9 | 7.2 | 5.3 | -2.5
COC(=O)c1sccc1NC(=O)c1ccccc1[N+](=O)[O-] | -3.0 | -3.0 | 0.2 | 2.5 | 0.4 | 3.4 | 2.7 | 0.3 | -2.2 | -0.3
CCOC(=O)c1ccc2nc(CCC(=O)N[C@H](C(=O)OC)C(C)C)c(=O)n(CC)c2c1 | -2.4 | -1.3 | 2.5 | -3.6 | 4.4 | 0.0 | 2.0 | -0.1 | -2.6 | 5.7
N#Cc1ccc(Cn2ccc3ccc(-c4ccc5ccn(C(=O)C6CCC6)c5c4)cc32)cc1 | -1.8 | -3.0 | -1.0 | 17.3 | · | 16.4 | · | -1.2 | 0.7 | ·
CCCC1CCC2(CCC(=O)N2CCOC)CC1 (stereo unspecified) | -0.2 | 2.7 | -1.1 | 2.3 | · | 2.9 | · | -0.4 | -0.4 | ·
CCOC(=O)N1CCN(S(=O)(=O)c2ccc(F)c(C(=O)Nc3ccc(C)c(Cl)c3)c2)CC1 | 0.9 | -4.1 | -18.5 | 4.1 | 1.9 | -2.6 | -1.3 | -3.7 | -2.6 | -47.3
C/C(=N\Nc1nc2ccccc2[nH]1)c1ccc(N2CCOCC2)cc1 | -0.4 | 3.2 | 33.2* | -2.3 | -1.3 | -1.7 | -9.5 | 33.5* | -0.3 | 11.7
c1cc(-c2nnn(CCOCCn3nnc(-c4ccncc4)n3)n2)ccn1 | -1.9 | 4.9 | 7.1 | -0.4 | -0.6 | -2.1 | 0.2 | 1.9 | -1.6 | 7.6
Cc1ccc(C(=O)OCC(=O)Nc2sc3c(c2C#N)CCC3)cc1 | -0.1 | 2.4 | 0.6 | 1.6 | -4.8 | -3.1 | -8.0 | 2.6 | 1.8 | -5.3
CCOC(=O)c1ccc(N2Cc3ccccc3C2=NC(=O)c2cccs2)cc1 | -0.2 | -2.8 | 2.3 | 4.5 | 4.4 | -7.7 | -0.3 | 5.2 | 1.4 | -18.9
CC(Sc1nc(N2CCOCC2)nc(N2CCOCC2)n1)C(=O)Nc1ccccc1 (stereo unspecified) | -2.1 | -0.8 | 3.3 | -1.3 | 1.1 | -7.5 | 0.3 | 0.6 | 2.6 | 1.8
CC12COC3(C(N)=O)CC1CCC32C (stereo unspecified) | 4.6 | -3.2 | 0.9 | 2.8 | -3.0 | 5.7 | -3.1 | -1.9 | -5.3 | -1.9
CCN(CC)c1ccc(Nc2cc3n(c(=O)n2)CCc2cc(OC)c(OC)cc2-3)cc1 | -4.7 | -6.9 | 18.8 | 8.2 | 5.3 | 2.5 | -21.5 | 5.1 | 3.1 | 4.8
Cc1ccc(C(=O)NCC(=O)N2CCCCCC2)cc1 | -3.6 | -2.5 | 6.7 | -1.7 | -2.9 | 5.7 | -0.2 | -2.2 | 4.3 | 3.7
O=C(COC(=O)Cc1ccc([N+](=O)[O-])cc1)NCc1ccc2c(c1)OCO2 | -2.5 | -0.6 | 4.7 | 3.7 | -0.3 | -5.4 | -0.6 | 2.6 | 2.5 | 1.9
O=C(CC1CCC1)Nc1cccc2c([N+](=O)[O-])cccc12 | -2.8 | 4.2 | -0.3 | 0.9 | 0.6 | 4.3 | -1.2 | 5.3 | 3.4 | ·
O=C(O)C[C@H]1c2ccccc2S(=O)(=O)N1c1ccccc1 | -1.4 | -0.4 | 4.1 | 3.1 | -3.1 | -0.3 | 1.0 | 0.9 | 1.6 | 5.5
O=C(c1ccco1)N1CCN(S(=O)(=O)c2c(Cl)cccc2Cl)CC1 | 1.3 | -1.3 | 6.3 | 0.9 | 12.6 | -3.1 | -1.3 | -0.7 | -0.3 | 8.7

Individual results from the list.
HTRA1 inhibitor, `Cc1ccc(C(=O)OCC(=O)Nc2sc3c(c2C#N)CCC3)cc1` : -5.3
mABHD4 FP, `O=C(CC1CCC1)Nc1cccc2c([N+](=O)[O-])cccc12` : -0.3

Additional compounds
SMILES | LEDGF integ inh | MBD2 DNA inh | mABHD4 FP | rCAG RNA binder | TCR CD3 inh | NR1D1 modulator | PG9 binder | UHRF1 binding | PRMT1 FP inh | HTRA1 inhibitor
CC(C)CCOc1ccc(C(=O)NNC(=O)CNC(=O)c2ccccc2F)cc1 | -1.2 | -1.9 | -1.8 | 5.2 | 0.0 | -3.0 | -0.2 | -0.8 | 0.2 | 0.7
CCOC(=O)N1CCC(NC(=O)CN2C(=O)CSc3nc(C)cc(C)c32)CC1 | 0.6 | -2.3 | -1.3 | 0.0 | 7.1 | 3.8 | 0.2 | -1.0 | 2.0 | -8.8
CN(C(=O)c1ccc2c(=O)n3c(nc2c1)CCCCC3)c1ccccc1F | 1.9 | 0.6 | 2.5 | -4.1 | 4.2 | -0.2 | -2.0 | -0.9 | -1.0 | 0.9
CCOc1ncccc1C(=O)OCC(=O)c1ccccc1Br | -0.4 | 1.4 | -3.0 | -0.6 | 1.1 | 2.5 | 1.4 | 3.4 | 2.0 | -2.4
CSc1nsc(SC)c1C(=O)NCCNS(=O)(=O)c1ccc(C)cc1 | 1.8 | -3.6 | 7.0 | 5.3 | -6.2 | -0.6 | -1.5 | 7.4 | 5.3 | -0.3
C[C@H](O)[C@@H]1CN2CCc3c([nH]c4ccccc34)[C@@H]2C[C@@H]1N(C)C(=O)Nc1cc(Cl)cc(Cl)c1 | 0.2 | -7.5 | -9.4 | 5.2 | 7.4 | -5.7 | 0.5 | -1.4 | 1.4 | -30.8
Cc1ccc(C)c(OCCC(=O)NCCc2ccc(S(N)(=O)=O)cc2)c1 | -0.7 | -3.1 | -3.8 | -1.4 | 8.9 | -3.2 | -3.3 | 1.6 | -1.5 | 1.4
Cc1ccc(C(=O)CCC(=O)N2CCC(C(N)=O)CC2)s1 | -3.3 | -1.1 | 3.9 | 4.7 | 7.8 | 1.1 | 0.9 | 1.9 | 2.2 | 2.6
CCCCN(C(=O)c1ccc(N2CCCC2=O)cc1)c1c(N)n(Cc2ccccc2)c(=O)[nH]c1=O | 1.1 | 0.1 | 1.1 | 3.9 | 11.3 | -3.5 | -2.9 | 0.6 | -2.0 | -0.6
CC(C)(C)c1cc(C(=O)N/N=C/c2ccncc2)n[nH]1 | 4.5 | 1.4 | 3.2 | 1.0 | 4.0 | -7.9 | -1.2 | 19.7 | -5.8 | 8.1
CCCCOC(=O)c1nc[nH]c1C(=O)OCCCC | -0.1 | -4.9 | 0.9 | -6.5 | 2.0 | · | 0.9 | -2.8 | 0.5 | -3.9
O=C(NCC1(c2ccccc2)CCCC1)c1ccc(Br)cc1 | -5.3 | 2.8 | -6.9 | -5.0 | -5.3 | 4.6 | 0.1 | 4.1 | 1.2 | -6.8
NC(=O)c1ccc(N2CCCC2)nc1 | -0.8 | 0.4 | 0.7 | 4.6 | -0.4 | -3.3 | 1.4 | -1.4 | -0.3 | -1.2
O=C(Nc1ccccc1)Nc1ccc2c(c1)CCC2 | -1.1 | 0.1 | -4.6 | 6.9 | -2.0 | -0.1 | -1.3 | -0.5 | 1.0 | -23.0
CCN1CCN(Cc2nc3c(c(=O)[nH]c(=O)n3C)n2Cc2ccccc2Cl)CC1 | -5.1 | 0.1 | 1.2 | 1.2 | -2.0 | -4.8 | 1.3 | -1.1 | -6.3 | 3.3
CCC(c1nc2ccccc2[nH]1)n1c(-c2ccnc(Cl)c2)nc2ccccc21 (stereo unspecified) | 5.2 | -7.5 | -3.0 | 4.3 | 1.4 | -0.2 | 0.1 | -3.0 | -2.2 | ·

Printed as active in HTRA1 inhibitor, among the entries above:
SMILES	LEDGF integ inh	MBD2 DNA inh	mABHD4 FP	TCR CD3 inh	NR1D1 modulator	PG9 binder	PRMT1 FP inh	HTRA1 inhibitor
O=C1c2ccccc2C(=O)c2c(/C=C/N3CCCCC3)ccnc21	3.1	-5.9	46.3*	7.3	-2.7	-3.5	5.6	60.9*
CN=c1scc(-c2ccccc2F)n1/N=C/c1ccc(O)c(O)c1O	21.8*	-1.4	48.5*	15.7	-7.0	0.8	20.2	71.5*

Compound activity: PubChem, several laboratories
